Assay outcomes deposited in PubChem by Broad Institute.
FN deposition inh = fibronectin deposition inhibition; AH1F fibroblasts, Alexa488-fibronectin deposition fluorescence, overnight; inhibition, % at 12.6 µM; hit rate 0.086% among 350,000;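 active = mean inhibition across replicates of 30% or more, regardless of how many single replicates reach that level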;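 also: positive control wells lacked labelled fibronectin entirely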
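Schedule: 1 h cell adhesion before compound, then overnight fibronectin incubation; test system: AH1F fibroblast monolayer depositing Alexa488-labelled fibronectin into matrix; quantity: 10000 AH1F cells per well; probe or stimulus: fluorescent fibronectin at 24 nM final; signal: fluorescence, ex 485 nm, em 525 nm; evaluation: percent inhibition as loss of matrix-bound fibronectin fluorescence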
Cneo AK release = causes C. neoformans cell lysis | adenylate kinase release luminescence, 4 h; normalised: neutral wells 0, clomiphene wells 100 | lysis activity, % at 15 µM | hit rate 0.2% among 360,000;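 active = mean lysis activity across replicates of at least 80%, whatever share of replicates individually reach that level; inactive = mean lysis activity below 80%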
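read-out = cell lysis signal | test system = log-phase Cryptococcus neoformans yeast cells | input = cells at 5 × 10^6 per mL | medium = fresh YPD growth medium | signal = luminescent adenylate kinase detection reagent | timing = 4 h at 37 °C static, read 1 h later | dosing = single dose | controls = Clomiphene as positive lysis control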
miR-122 sensor = blocks miR-122 activity in Huh7 sensor cells | Huh7 miR-122 Renilla luciferase sensor, 48 h; neutral wells = 0, positive control = 100 | activation (reporter increase), % at 12.5 µM | hit rate 0.3% among 340,000 | AID 602342;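 active = mean replicate activation score at least 90 and every replicate individually at or above 90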;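 also: higher luciferase means less miR-122 activity so hits act as miR-122 inhibitors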
PGC1a acetyl inh = lowers PGC1a acetylation signal in U2OS cells | AlphaScreen anti-acetyl-lysine; with virally co-expressed GCN5 acetyltransferase | inhibition, % at 15.6 µM | hit rate 0.17% among 350,000 | AID 651687;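 active = every replicate shows inhibition of at least 40%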;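 also: 0% = neutral control wells and 100% = positive control wells; some results beyond the cut were filed as inactive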
CFTR F508del cor = correctors of CFTR F508del function in bronchial epithelial cells; CFBE cells, YFP halide quenching; stimulated with forskolin plus potentiator P3; % fluorescence drop versus neutral controls; activity (quench increase), % at 7.58 µM; hit rate 0.36% among 350,000;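 active = mean added fluorescence quench of at least 8% versus neutral control, with both replicates also reaching 8%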;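 also: cells transiently co-express mutant CFTR-F508del with the halide-sensitive YFP; corrector assay measuring rescue of mutant channel to the surface after 24 h compound exposure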
Statin myotox sup = suppressors of simvastatin-induced myotoxicity in C2C12 myotubes | AID 602340 | rescue of ATP level, % at 7.49 µM | hit rate 0.78% among 330,000 | ATP luminescence, 48 h; scaled: DMSO 0, geranylgeraniol control 100;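 active = mean ATP rescue above about 67%, or every replicate alone reaching that limit, limit read from the data, passing the limit was not always enough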;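 also: myotubes were challenged with 10 µM simvastatin during compound exposure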
INS-1E GSIS act = primary screen for activators of insulin secretion dependent on glucose, INS-1E cells, GLuc reporter luminescence | hit rate 0.61% among 370,000 | activation, % at 16.6 µM | INS-1E GLuc reporter insulin secretion, 2-3 h;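 active = lowest replicate activation of at least 40%, so every replicate reaches that level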;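 also: 0% = median of neutral control wells and 100% = median of IBMX positive control wells; some compounds called inactive have numbers as strong as hits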
PglD DTNB = PglD (C. jejuni) enzyme inhibition. purified PglD enzyme, DTNB colorimetric CoA detection. inhibition, % at 12.5 µM. hit rate 0.098% among 360,000. AID 602405; in the data active = inhibition above about 16%, passing the limit was not always enough; also: strong numbers were not always called active
* hit, by the source's call; . = no result given; & = joins results of further samples; [ ] = dose if it differs, or a comment. The order is random (roughly 2.1% active in at least one column).

SMILES	FN deposition inh	Cneo AK release	miR-122 sensor	PGC1a acetyl inh	CFTR F508del cor	Statin myotox sup	INS-1E GSIS act	PglD DTNB
COc1ccc(CCNC(=O)CSc2ccc(-c3ccco3)nn2)cc1OC	-12	.	.	1	1.3	.	13	.
COc1ccc(S(=O)(=O)Nc2cccc3c2O[C@H](CN(C)S(=O)(=O)c2c(C)noc2C)[C@H](C)CN([C@@H](C)CO)C3=O)cc1	.	0	2[16.7 µM]	3	3.8	-14	-14	4
Cc1cc(NC(=O)COC(=O)c2c(C)noc2C)ccc1Br	3	1	-3	.	-0.4	-2	-3	-3
COc1cc(OC)nc(NC(=O)CSc2nc3ccccc3o2)n1	.	1	-9	4	.	-6	.	-4
COc1ccc(OC)c(NC(=O)Cn2cc(C(=O)c3ccco3)c3ccccc32)c1	3	-2	6	-8	.	5	.	2
N/C(=N\OC(=O)c1ccc(Cl)cc1)c1cccnc1	.	-3	3	5	.	-8	.	2
Cc1cc(NC(=O)CCC(=O)N(CCC(C)C)C(C(=O)NC2CCCC2)c2cccnc2)no1 (stereo not given)	.	0	0	-4	.	105*	.	12
C=CCN1C(=O)S/C(=C/c2ccsc2)C1=O	-17	-2	0	-5	.	3	.	1
CCOC(=O)N1CCN(C(=O)c2cc3c(ccc4ccccc43)oc2=O)CC1	-1	1	-4	-1	.	.	.	-4
C[C@H]1CN([C@@H](C)CO)C(=O)Cc2cc(NS(=O)(=O)c3cccs3)ccc2O[C@H]1CN(C)C(=O)Nc1ccc(F)cc1	.	0	2[16.7 µM]	10	-3.8	-21	-6	2
C[C@@H]1CN([C@H](C)CO)C(=O)c2cc(NC(=O)CCN3CCOCC3)ccc2O[C@@H]1CN(C)CC1CCCCC1	-13	-1	-5[16.7 µM]	-7	0.9	0	6	-1
Cc1ncoc1C(=O)NC1CC(C)(C)Cc2c1cnn2-c1ccccc1 (stereo not given)	-1	2	-18	.	3.2	5	-1	-2
Cc1coc2c1c(C)cc1oc(=O)c(Cc3ccccc3)c(C)c12	-2	-1	-9	-24	.	-1	14	-3
O=C(Nc1ccccc1F)N1CC(=O)N2[C@@H](CO)[C@H](c3ccc(-c4cccnc4)cc3)[C@@H]2C1	-5	.	.	7	-2.3	.	4	.
O=C(CNC(=O)Cc1ccccc1)NCc1cccs1	18	0	-6	2	0.7	-3	8	0
CCOc1ccccc1NC(=O)CSc1nc2c(c(=O)n(C)c(=O)n2C)n1C	-9	1	-3	.	3.7	-2	-5	0
Cc1cccc(NC(=O)c2cc3ccccc3o2)c1	-5	-2	6	13	.	.	-4	1
Cc1ccc(CN(C(=O)c2ccco2)C2CCS(=O)(=O)C2)cc1 (stereo not given)	-18	0	.	.	-0.5	.	28	.
COc1ccc(Cl)cc1C(Nc1cccnc1)c1ccc2cccnc2c1O (stereo not given)	-1	.	15	15	1.7	.	-5	.
COCC(=O)N1C[C@@H](C)[C@H](OC)CN(C)C(=O)c2cc(NC(=O)Nc3cccc(F)c3)ccc2OC[C@H]1C	3	-1	.	-14	-0.8	-13	-17	0
COc1ccc(N2CCCn3c2nc2c3c(=O)n(CCN3CCOCC3)c(=O)n2C)cc1	.	1	-1	-7	.	10	.	-3
COc1cccc(-c2ccc3c(c2)[C@H]2[C@H](CCN2S(=O)(=O)c2ccccc2C)[C@@H](CO)N3C)c1	-8	18	6[16.7 µM]	-12	-2.4	6	10	1
COc1ccc2cc(C(=O)N3CCC(Cc4ccccc4)CC3)[nH]c2c1	-1	-1	-6	4	2.0	13	7	2
C[C@@H]1CN([C@H](C)CO)C(=O)c2cc(C#Cc3ccncc3)cnc2O[C@@H]1CN(C)C(=O)c1ccccc1F	-3	6	3[16.7 µM]	15	-4.2	4	15	-1
CC(C)N1CCSC1=S	4	1	5	0	0.2	-4	.	3
CC(C)NC(=O)Nc1ccc2c(c1)C(=O)N([C@H](C)CO)C[C@H](C)[C@@H](CN(C)S(C)(=O)=O)OCCCC[C@H](C)O2	-4	1	7[16.7 µM]	0	-0.4	.	19	2
Cc1cc(C)c(NC(=O)CCCCCNC2CCCCC2)c(C)c1	-4	-1	12	9	3.0	-8	21	9
C[C@H]1CC[C@@]2(O[C@@H](CCO)C[C@H](O)[C@H]2O)O1	-4	1	2	-3	1.4	-3	-1	1
NC(=O)N/N=C/c1cc(F)cc(F)c1	-3	0	-5	6	-32	.	6	-1
O=C(CSc1ccc(/C=N/NC(=O)c2cccc(F)c2)o1)Nc1ccccc1	.	0	6	-1	.	5	-2	2
Oc1c(C(c2cccc(F)c2)N2CCN(Cc3ccccc3)CC2)sc2ncnn12 (stereo not given)	-16	6	-2	.	-1.6	-5	.	-5
C[C@]12CCC(=O)CC1CCC1C2CC[C@@]2(C)C1CC[C@@]21CCO1 (stereo not given in full)	-7	1	-3	-4	-0.1	-16	-7	6
Cc1ccc(NC(=S)C2=C(O)c3sccc3N(C)S2(=O)=O)cc1	-10	-5	-1	3	.	5	.	-2
NC(=O)CCS(=O)(=O)c1ccccc1	.	1	-2	19	.	13	.	-3
CC(=O)N1CCN(S(=O)(=O)c2c(F)cc(F)c(Cl)c2F)CC1	6	7	-4	-15	-2.7	2	17	3
Cc1cccc(NS(=O)(=O)c2cc(C(=O)N3CCCCCC3)ccc2C)c1	9	0	56	.	1.0	12	-26	0
Cc1ccc(C)c(OCC(=O)Nc2cc(NC(=O)COc3cc(C)ccc3C)cc(C(=O)O)c2)c1	-1	-1	.	.	0.7	-8	0	-2
O=C(c1cccc(F)c1)N1CCN(c2ccc([N+](=O)[O-])c(N3CCOCC3)c2)CC1	-2	3	-9	8	.	10	5	-15
Cc1noc(C)c1CSCC(=O)N1CCN(c2ccc(F)cc2)CC1	-4	-5	-3	4	.	31	.	-2
C[C@@H]1CN([C@@H](C)CO)C(=O)Cc2cc(NC(=O)Nc3ccc(F)cc3)ccc2O[C@H]1CN(C)Cc1ccc(Oc2ccccc2)cc1	.	1	-10[16.7 µM]	-7	-3.6	13	-19	0
COc1ccc(OC)c(NC(=O)CSc2nc(=O)n(CCN3CCOCC3)c3c2CCCC3)c1	0	2	.	.	-2.4	-1	5	4
C/C=C/c1ccc2c(c1)O[C@@H](CN(C)CCC)[C@@H](C)CN([C@H](C)CO)S2(=O)=O	-4	-4	7[16.7 µM]	2	-0.7	0	-3	2
O=C(O)CC1(CC(=O)NCc2cc(F)cc3c2OCOC3)CCCCC1	2	1	.	12	1.5	.	1	7
O=C(Nc1ccccc1SCC1CSc2nc3ccccc3c(=O)n21)c1ccccc1 (stereo not given)	.	8	-6	3	.	25	.	1
COC(=O)c1ccccc1NC(=O)CSc1[nH]c(=O)cc(C)c1C#N	0	.	.	1	-0.3	.	3	.
O=C(Cn1nnc(-c2ccccc2-n2cnnn2)n1)NCc1ccccc1	.	0	-5	-2	.	1	.	-5
Cc1sc2ncnc(N3CCC(C(=O)Nc4nc5ccc(Cl)cc5s4)CC3)c2c1C	-5	2	.	.	1.1	.	-3	2
Cc1ccc(C(=O)Oc2ccc(C(=O)COC(=O)c3cnccn3)cc2)cc1	-9	14	-3	18	.	-5	.	2
N#Cc1nc(-c2ccco2)oc1N1CCOCC1	-15	-1	0	4	.	37	0	6
CC(=O)C1CCC2C3CC=C4N(C)C(=O)CCC4(C)C3CCC12C (stereo not given)	-2	0	.	-9	-2.8	-9	-2	6

(list continues)
SMILES	FN deposition inh	Cneo AK release	miR-122 sensor	PGC1a acetyl inh	CFTR F508del cor	Statin myotox sup	INS-1E GSIS act	PglD DTNB
CC1CCN(C(=O)CSc2nncn2C)CC1	.	2	.	.	.	0	8	-6
O=C(CN1CCOCC1)N[C@H]1CC[C@@H](CCNS(=O)(=O)c2ccccc2F)O[C@@H]1CO	2	.	-2[16.7 µM]	4	1.0	8	-9	.
C=CCOc1c(CNc2cccc(C(=O)O)c2)cccc1OCC	-2	1	.	2	.	6	16	0
CCC(C)(C)n1nnnc1C(c1ccc(F)cc1)N1CCN(C(=O)c2ccco2)CC1 (stereo not given)	-1	5	21	.	0.4	-1	2	7
COc1ccc(-c2nc(CS(=O)(=O)CC(=O)NCc3ccc(F)cc3)c(C)o2)cc1	13	-9	-2	-13	-1.6	11	-7	4
CCCN1C[C@H](C)[C@@H](OC)CN(C)C(=O)c2cc(NC(=O)Nc3c(C)noc3C)ccc2OC[C@H]1C	-20	-2	.	-1	-2.7	6	13	-1
C[C@H]1CCCCO[C@H](CN(C)S(=O)(=O)c2ccc(Cl)cc2)[C@@H](C)CN([C@@H](C)CO)C(=O)c2cc(NC(=O)NC3CCCCC3)ccc2O1	.	-2	-1[16.7 µM]	2	-5.1	.	-6	-1
Cc1cn([C@H]2C[C@H](O)[C@@H](CCC(=O)NCC3CCCO3)O2)c(=O)[nH]c1=O (stereo not given in full)	4	-1	-6	4	-0.1	-2	19	-2
C[C@H]1CN([C@@H](C)CO)C(=O)CCCn2nncc2CO[C@@H]1CN(C)Cc1cccc2c1OCCCO2	-9&-5	0&-4	-4	10&-3	-0.9&-0.9	8&9	20&11	1&-3
COC(=O)c1cn(-c2ccccc2)nc1-c1ccncc1	8	0	2	-5	.	2	.	3
CC1(C)CC(NS(=O)(=O)c2ccc3ccccc3c2)CC(C)(C)N1	7	1	5	1	-0.6	-8	13	1
OCCCCNCc1ccc(OCc2ccccc2)cc1	10	-1	1	-8	.	.	0	0
CC(SC1CCCC1)C(=O)NC(C)(C#N)C(C)C (stereo not given)	-5	0	2	-10	.	11	.	1
CCCNC(=O)C(Cc1ccc(OC)cc1)NC(=O)c1ccc(C#N)cc1 (stereo not given)	-4	-1	0	.	-1.1	-1	3	3
COc1cc(C(C)=O)cc(OC)c1O	.	1	-5	-6	-1.3	11	.	0
O=C(O)[C@H]1CCCN1C(=O)c1ccccc1N1C(=O)[C@@H]2Cc3c([nH]c4ccccc34)C(c3cccc(Cl)c3)N2C1=O (stereo not given in full)	.	-5	9	0	1.2	-3	11	3
CC[n+]1c(/C=C/Nc2ccccc2)sc2ccccc21	-1	2	-4	-3	.	13	.	0
COCCNC(=O)C1(C)CCCN(CCC(=O)c2ccc(Br)cc2)C1 (stereo not given)	3	-1	-3	5	2.7	4	-35	2
COCOCCn1cc(CN2CCS(=O)(=O)N(Cc3ccc(-c4ccc(OC)cc4)cc3)C(C(C)C)C2=O)nn1 (stereo not given)	-7	.	-4	-9	0.5	9	-23	.
CCN(CC)S(=O)(=O)c1ccc2c(c1)N(CC(=O)N1CCCC1)C(=O)CO2	0	0	-1	4	-0.1	16	6	1
COc1ccc(OC)c(CNC(=O)CCC(=O)N2Cc3cccc(OC)c3Oc3ncccc32)c1	-4	-1	-7	1	-2.1	8	-11	1

4 entries from above, sorted by the number in miR-122 sensor, rising.
| SMILES | miR-122 sensor | PGC1a acetyl inh | CFTR F508del cor | INS-1E GSIS act | PglD DTNB |
| --- | --- | --- | --- | --- | --- |
| COc1cc(C(C)=O)cc(OC)c1O | -5 | -6 | -1.3 | . | 0 |
| CC[n+]1c(/C=C/Nc2ccccc2)sc2ccccc21 | -4 | -3 | . | . | 0 |
| CCCNC(=O)C(Cc1ccc(OC)cc1)NC(=O)c1ccc(C#N)cc1 (stereo not given) | 0 | . | -1.1 | 3 | 3 |
| OCCCCNCc1ccc(OCc2ccccc2)cc1 | 1 | -8 | . | 0 | 0 |
